HPDE-C7K KRASV12 – cytotoxicity in KRAS-transformed pancreatic duct cells, primary screen, cell-based, fluorescence, HTS (AID 431). HPDE-C7K KRASV12 cells, Alamar Blue viability, 48 h; higher % means a stronger effect. cytotoxicity, % at 10 µM; hits with a dose series show EC50 in µM. 63,000 tested, 1.7% active;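 active = compounds whose percent cytotoxicity in the single-dose primary screen, scaled between solvent and toxic-drug controls, exceeds 50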;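 note: 0% = DMSO solvent wells and 100% = doxorubicin-treated wells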
Bfl-1 inhibitors – displacement of Bid BH3 peptide from Bfl-1 – biochemical, fluorescence polarization, FITC-Bid, mouse, primary screen (AID 432) | FITC-Bid BH3 peptide fluorescence polarization displacement; higher % means a stronger effect | displacement, % at 20 µM; hits with a dose series show IC50 in µM | 64,000 tested, 0.02% active; in the data active = a potency from the dose series; inactive = the rest, 99 in 100 with displacement below about 15%; note: strong numbers were not always called active
HPDE-C7 viability – HPDE-C7 pancreatic duct cell viability loss – fluorescence, HTS (AID 430); HPDE-C7 pancreatic duct cells viability, fluorescence; higher % means a stronger effect; cytotoxicity, % at 10 µM, or EC50 in µM where a hit was titrated; 63,000 tested, 1.8% active;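 note: cells exposed to compound for 48 hours before viability readout; 0% = vehicle and 100% = reference cytotoxic drug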
PMK inhibit – S. pneumoniae PMK inhibition; purified PMK, PK/LDH-coupled NADH absorbance 340 nm; inhibition, % at 10 µM; 65,000 tested, 0.49% active; AID 539;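 active = top-ranked compounds by inhibition in the single 10 µM screen, taking a fixed number of the strongest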;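 note: 0% = full reaction with DMSO carrier and 100% = background rate without enzyme reaction; no value below 0 was filed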
LYP inhibition – LYP phosphatase inhibitors, primary screen, biochemical, DiFMUP fluorescence, recombinant catalytic domain, 10 µM (AID 606) | 52,000 tested, under 10 active | recombinant LYP catalytic domain, DiFMUP fluorescence; higher % means a stronger effect | one-dose inhibition, % at 10 µM; IC50 in µM for titrated hits;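 active = IC50 under 40 µM in the dose-response test; inactive = IC50 of 40 µM or more, or never dose-tested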
TNAP inhibition – inhibition of tissue-nonspecific alkaline phosphatase – biochemical, luminescent (AID 518); purified TNAP enzyme, luminescent substrate readout; higher % means a stronger effect; one-dose inhibition, % at 20 µM; IC50 in µM for titrated hits; 64,000 tested, 0.09% active; in the data active = a potency from the dose series; inactive = the rest, 99 in 100 with inhibition below about 22%;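 note: plate controls were vehicle for no effect and reference inhibitor for full effect; many of its hits are not listed in these tables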
Spn MK inh – inhibitors of Streptococcus pneumoniae mevalonate kinase; purified MK, PK/LDH-coupled NADH absorbance 340 nm; inhibition, % at 10 µM; 65,000 tested, 0.48% active;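 active = ranked among the strongest by inhibition in the single 10 µM screen, a fixed top-ranked set picked for dose follow-up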; note: no value below 0 was filed
DPM-DC inhibit – inhibitors of Streptococcus pneumoniae diphosphomevalonate decarboxylase; 65,000 tested, 0.49% active; calls only at 10 µM; purified DPM-DC, PK/LDH coupled NADH fluorescence;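 active = the 320 compounds with the highest percent inhibition in the single-dose primary screen, excluding strongly autofluorescent ones, cut at about 32% in these data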;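 note: kinetic rate of NADH fluorescence loss reporting ADP formed by the decarboxylase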
HT1080 cytotoxicity – cytotoxicity in HT1080 fibrosarcoma cells, cell-based, fluorescence readout (AID 620). one-dose cytotoxicity, % at 10 µM; EC50 in µM for titrated hits. 87,000 tested, 0.42% active. HT1080 viability, fluorescence; higher % means a stronger effect;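 note: cells exposed to compound overnight then 4 h with Alamar Blue; 0% = vehicle DMSO and 100% = killing control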
PMK inhibit pilot replicates – recorded beside PMK inhibit, whose call it bears; inhibition, %; measured here: pilot screen replicates
Spn MK inh pilot replicates – also measured in Spn MK inh; calls as there; inhibition, %; measured here: pilot screen replicates
DPM-DC inhibit pilot screen % – recorded beside DPM-DC inhibit, whose call it bears; inhibition, %; measured here: pilot screen trials
An asterisk follows results filed as active; i = inactive; . = no result given; + = active, no number. Cut-off read from the data, not from the text of the source, unless noted: active = cytotoxicity above about 50%; inactive = the rest.

SMILES	HPDE-C7K KRASV12	Bfl-1 inhibitors	HPDE-C7 viability	PMK inhibit	LYP inhibition	TNAP inhibition	Spn MK inh	DPM-DC inhibit	HT1080 cytotoxicity	others
Cc1ccc(Cn2c(SCC(C)C)nc3c2c(=O)[nH]c(=O)n3C)cc1	-7%	3%	-6%	7	6%	8%	5	i	.
c1ccc(CN2CCN(CCCNc3ccc4nnc(-c5ccccc5)n4n3)CC2)cc1	18%	4%	21%	5	-19%	13%	2	i	.	PMK inhibit pilot replicates=0.0;Spn MK inh pilot replicates=0.0;DPM-DC inhibit pilot screen %=5.5
O=C(CCc1nc2ccccc2[nH]1)NC1CCCCC1	1%	-6%	10%	7	4%	6%	7	i	16%
Cc1cc(Cl)c(OCCCn2cncn2)c(Br)c1	-19%	-7%	-6%	8	2%	18%	3	i	8%
O=C1c2ccccc2-c2c1cccc2C(=O)N1CCN(C(=O)c2ccco2)CC1	-18%	4%	-14%	0	10%	6%	9	i	.
O=C(Nc1cccc2ncccc12)c1cccnc1	-3%	14%	-5%	10	9%	7%	12	i	-2%
Cc1nc2nc(SCC(=O)NCc3ccco3)nn2c(C)c1Cc1ccccc1	6%	-4%	-5%	0	.	14%	9	i	.	PMK inhibit pilot replicates=7.5;Spn MK inh pilot replicates=1.0;DPM-DC inhibit pilot screen %=0.5
Cn1nnnc1SCSc1nnnn1C	9%	-6%	-6%	4	7%	11%	4	i	-13%	PMK inhibit pilot replicates=1.5;Spn MK inh pilot replicates=0.0;DPM-DC inhibit pilot screen %=0.0
O=C1CC(c2ccncc2)c2cc3c(cc2N1)OCO3 (configuration not stated)	-9%	0%	-10%	3	7%	6%	17	i	5%
C=CCn1c(=S)[nH]c2nc3c(cc2c1=O)COC(C)(C)C3	-13%	-1%	-19%	5	1%	13%	4	i	6%	PMK inhibit pilot replicates=4.5;Spn MK inh pilot replicates=0.0;DPM-DC inhibit pilot screen %=3.0
CCOC(=O)C1/C(=N\O)CC(C)(O)C(C(=O)OCC)C1c1ccc(N(C)C)cc1 (configuration not stated)	1%	-5%	-11%	0	2%	19%	2	i	-2%	PMK inhibit pilot replicates=4.0;Spn MK inh pilot replicates=0.5;DPM-DC inhibit pilot screen %=1.5
Cc1c(Cl)cccc1Nc1ccccc1C(=O)O	46%	2%	-3%	10	8%	13%	5	i	-2%	PMK inhibit pilot replicates=0.0;Spn MK inh pilot replicates=0.0;DPM-DC inhibit pilot screen %=0.0
c1cncc(CNc2nc(N3CCOCC3)nc(N3CCOCC3)n2)c1	-6%	-4%	-10%	0	2%	6%	5	i	.
Cc1cccc(-n2nnnc2SCc2csc(-c3ccccc3)n2)c1	-5%	-5%	2%	14	11%	16%	7	i	-5%	PMK inhibit pilot replicates=1.5;Spn MK inh pilot replicates=0.0;DPM-DC inhibit pilot screen %=0.5
CCn1c(SCC(=O)Nc2nc(C)cs2)nnc1C(NC(=O)c1ccccc1Cl)C(C)C (configuration not stated)	-15%	0%	-21%	11	15%	5%	0	i	9%
Cc1cc(Cl)ccc1OCCCC(=O)N1CCN(C(=O)c2ccco2)CC1	17%	-3%	3%	7	.	15%	8	i	23%
Cc1cc2oc(=O)cc(CN3CCC(C)CC3)c2cc1Cl	1%	2%	1%	14	.	9%	6	i	14%
COCCNC(=O)c1snc2ccc(Cl)cc12	11%	0%	-1%	0	11%	20%	11	i	0%	PMK inhibit pilot replicates=1.0;Spn MK inh pilot replicates=3.5;DPM-DC inhibit pilot screen %=1.5
Cc1ccc(CCNC(=O)C2CCN(S(=O)(=O)N3CCC4(CC3)OCCO4)CC2)cc1	2%	-2%	-4%	17	-4%	-6%	0	i	-7%
CCOc1c(N2CCCCC2)c(=O)c1=O	-22%	-15%	-14%	10	.	-4%	8	i	-1%
Cc1ccc(NS(=O)(=O)c2cc(C(=O)N3CCN(C)CC3)ccc2C)cc1	6%	-6%	8%	9	7%	9%	3	i	1%
CC12CC(c3ccccc3O1)C(C(=O)NCc1ccccc1)C(=O)N2 (configuration not stated)	0%	1%	-4%	15	.	-3%	11	i	-13%
O=C(CCN1C(=O)C2C3C=CC(C3)C2C1=O)NCCN1CCCc2ccccc21 (configuration not stated)	-4%	-6%	-3%	7	10%	-4%	2	i	-4%
Cc1ccc2c(CN3C(=O)NC(C)(c4ccc5c(c4)OCO5)C3=O)cc(=O)oc2c1 (configuration not stated)	17%	-12%	14%	19	12%	6%	5	i	3%

Fetched one by one from above:
SMILES	HPDE-C7K KRASV12	Bfl-1 inhibitors	HPDE-C7 viability	PMK inhibit	LYP inhibition	TNAP inhibition	Spn MK inh	DPM-DC inhibit	HT1080 cytotoxicity	others
O=C(CCN1C(=O)C2C3C=CC(C3)C2C1=O)NCCN1CCCc2ccccc21 (configuration not stated)	-4%	-6%	-3%	7	10%	-4%	2	i	-4%
CCOc1c(N2CCCCC2)c(=O)c1=O	-22%	-15%	-14%	10	.	-4%	8	i	-1%
COCCNC(=O)c1snc2ccc(Cl)cc12	11%	0%	-1%	0	11%	20%	11	i	0%	PMK inhibit pilot replicates=1.0;Spn MK inh pilot replicates=3.5;DPM-DC inhibit pilot screen %=1.5
Cc1ccc(CCNC(=O)C2CCN(S(=O)(=O)N3CCC4(CC3)OCCO4)CC2)cc1	2%	-2%	-4%	17	-4%	-6%	0	i	-7%
Cc1ccc(NS(=O)(=O)c2cc(C(=O)N3CCN(C)CC3)ccc2C)cc1	6%	-6%	8%	9	7%	9%	3	i	1%
CCn1c(SCC(=O)Nc2nc(C)cs2)nnc1C(NC(=O)c1ccccc1Cl)C(C)C (configuration not stated)	-15%	0%	-21%	11	15%	5%	0	i	9%

Continuation:
SMILES	HPDE-C7K KRASV12	Bfl-1 inhibitors	HPDE-C7 viability	PMK inhibit	LYP inhibition	TNAP inhibition	Spn MK inh	DPM-DC inhibit	HT1080 cytotoxicity	others
Cn1c(=O)c2c(ncn2CC(=O)Nc2cc(Cl)c(Cl)cc2Cl)n(C)c1=O	-8%	1%	-5%	16	.	10%	9	i	-6%
CCCCCCn1c(CN2CCN(C)CC2)nc2c1c(=O)n(C)c(=O)n2C	10%	0%	9%	0	2%	2%	5	i	-4%
O=C(C1CCN(S(=O)(=O)c2cccc3cccnc23)CC1)N1CCn2c1nc1ccccc12	0%	10%	6%	3	7%	7%	4	i	7%
CC1(C)CC(=O)C(C=Nc2ccccc2C(=O)O)=C(O)C1	11%	-3%	3%	9	7%	2%	8	i	-16%
O=C(c1c(F)cccc1F)N(Cc1ccccn1)C1CCCC1	-5%	-12%	-11%	12	11%	3%	11	i	1%	PMK inhibit pilot replicates=0.0;Spn MK inh pilot replicates=2.0;DPM-DC inhibit pilot screen %=0.0
CN(C1CCCCC1)S(=O)(=O)c1ccc(NC(=O)CCC(=O)O)cc1	-25%	-5%	-10%	8	7%	10%	13	i	-5%
CCCCc1nnc(NC(=O)C2CCCO2)s1 (configuration not stated)	3%	-5%	2%	4	1%	6%	12	i	3%
Cc1ccc(-n2c(C)c3c(C)nnc(C)c3c2C)cc1	6%	4%	9%	14	14%	9%	0	i	-12%
O=C1c2ccccc2-c2ncnc3c(N4CCOCC4)cc(N4CCOCC4)c1c23	4%	18%	3%	18	8%	11%	6	i	4%
Cc1nnc(Oc2ccccc2F)c2ccccc12	-8%	7%	-12%	8	18%	7%	5	i	-2%
CCn1c(SCC(=O)Nc2cc(C)on2)nc2c(c1=O)SC(C)C2 (configuration not stated)	.	.	.	2	5%	.	1	i	-3%
CC(=O)OC1COC(n2ccc3ccccc32)C(OC(C)=O)C1OC(C)=O (configuration not stated)	5%	22%	2%	4	.	-2%	9	i	3%
CCn1c(SCC(=O)N2CC(=O)Nc3ccccc32)nnc1-c1ccoc1C	1%	4%	9%	13	.	10%	0	i	-3%
CN(C)C(=O)N1CCC(C(=O)NCc2cccs2)CC1	-5%	0%	-22%	22	10%	7%	0	+	11%
C=CCN1C(=O)c2ccccc2Sc2ccc(C(=O)N3CCN(C)CC3)cc21	-14%	0%	-17%	12	.	1%	3	i	31%
CCn1c(SCC(=O)Nc2nccs2)nnc1-c1ccc(S(=O)(=O)N2CCCCC2)cc1	-1%	0%	-12%	2	7%	9%	10	i	-10%
Cc1csc(NC(=O)C(Cc2ccccc2)n2cccc2)n1 (configuration not stated)	15%	-3%	14%	0	-2%	18%	0	i	5%	PMK inhibit pilot replicates=0.0;Spn MK inh pilot replicates=3.0;DPM-DC inhibit pilot screen %=5.0
Cc1ccc(S(=O)(=O)N2CCCC2C(=O)Nc2ccc(O)cc2)cc1 (configuration not stated)	4%	1%	-3%	6	5%	-1%	14	i	1%
CCn1c(C(=O)NCc2ccccn2)cc2sccc21	-6%	-2%	-7%	10	9%	7%	1	i	-3%
COc1ccc2c(c1)C(NC(C)=O)C(=O)N2C (configuration not stated)	-24%	6%	-40%	11	14%	16%	7	i	-7%
CCOc1ccc(NC(=O)c2cccc3c2C(=O)N(Cc2cccnc2)C3)cc1	-1%	-4%	-1%	4	.	16%	12	i	12%
O=C1CC(NCc2ccc3c(c2)OCO3)C(=O)N1Cc1ccc2c(c1)OCO2 (configuration not stated)	2%	-6%	8%	7	3%	4%	0	i	-3%
CCOc1ccccc1-c1nc(C(N)=O)c2[nH]c(=O)n(-c3ccc(F)cc3)c2n1	6%	6%	7%	13	13%	2%	10	.	0%
C=CCNC(=O)C1CC(=O)N(c2ccc(OCC(=O)Nc3ccc(OC)cc3)cc2)C1 (configuration not stated)	-21%	2%	4%	1	.	7%	i	i	-1%	PMK inhibit pilot replicates=0.0;Spn MK inh pilot replicates=0.0;DPM-DC inhibit pilot screen %=0.0

Screens deposited in PubChem by several laboratories.
